Source: PubChem
PriA SSB inh: inhibitors of Klebsiella pneumoniae PriA binding to SSB C-terminal tail, primary screen, biochemical, AlphaScreen; inhibition, % at 33 µM; PriA–SSB C-terminal tail interaction (Klebsiella pneumoniae); AlphaScreen SSBct-PriA binding, biotinylated peptide; AID 1272365, 2023; 430,000 tested, 0.6% active; in the data active = inhibition mostly above about 37%, no sharp cut-off; inactive = mostly below about 20%;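 also: plate controls were negative control peptide for no effect and reference peptide for full effect; strong numbers were not always called active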
* = called active by the depositor; & = joins results of further samples.

SMILES	PriA SSB inh
COc1ccc(CC(=O)NCC2CCN(C3CCCC3)CC2)cc1OC	-16
O=C(O)CCC(=O)Nc1ccccc1-c1nc2ccccc2[nH]1	-11
Cc1cc(=O)[nH]c(NN=Cc2ccc(Cl)c([N+](=O)[O-])c2)n1	3
O=C(Nc1nnc(-c2ccncc2)o1)c1ccccc1Cl	-11&-7
CCOc1cn(C)c(C(=O)Nc2ccc(F)c(Cl)c2)cc1=O	1
CC(C)c1ccc(NC(=O)C2=Cc3ccccc3OC2)cc1	-16&-12
COc1ccccc1/C=C/C(=O)NCC(=O)NN=Cc1ccc(C(=O)O)cc1	-9
CCCc1nnc(SCC(=O)NCc2ccc(C)cc2)n1-n1cccc1	-5
Cc1cn2c3c(=O)[nH]c(=O)n(C)c3nc2n1[C@@H](CCC(N)=O)C(=O)O	-18
Cc1cc(C)n(-c2ccc(CCC(=O)NCCNC(=O)OC(C)(C)C)cc2)n1	-13
O=[N+]([O-])c1ccc(/C=C/S(=O)(=O)N2C=Cc3ccccc3C2c2c[nH]c3ccccc23)cc1 (stereo not given)	3
CSc1ncccc1C(=O)N1CCc2c(cnc3cc(C)nn23)C1	-1
CCOc1ccc(-c2ccc(N3CCN(C(=O)C4CCCO4)CC3)nn2)cc1 (stereo not given)	0
Cc1cn2nc(C(=O)NCc3ccc(OC(F)(F)F)cc3)cc2c(=O)[nH]1	3
COc1ccc(C=NNC(=O)c2ccc(NC(=O)C3CCCCC3)cc2)cc1O	1
O=C(C1=C(O)C(=O)N(CCCn2ccnc2)C1c1cccc([N+](=O)[O-])c1)c1cccs1 (stereo not given)	10
O=C(/C=C/c1c2ccccc2cc2ccccc12)c1ccc(Cl)cc1	-1
Cc1cc(C)nc(SCc2c(C(=O)NCc3cccs3)nnn2-c2ccccc2)n1	-1
CCc1nc2ccccc2c(=O)n1N=Cc1ccc(OC)cc1	5
COc1cccc(-c2csc(=Nc3ccc(Cl)cc3)n2N2CCOCC2)c1	68*
CS(=O)(=O)Nc1ccc(N2CCCC2=O)cc1	-9
c1cncc(-c2nnc(-c3ccc4c(c3)OCCO4)o2)c1	-12
Fc1ccc(N2CCn3c(SCc4cccc(C(F)(F)F)c4)nnc32)cc1	5
N#CC(=C(O)CN1C(=O)c2ccccc2C1=O)c1nc2ccccc2[nH]1	-14
CCOC(=O)c1c(C)oc2ccc(OCc3ccccc3Br)cc12	-18
SMILES	PriA SSB inh
O=C(COc1ccc(Cl)cc1)NCCn1ncc2c(=O)n(Cc3ccc(Br)cc3)cnc21	-5
Cc1cc(N2CCOCC2)nc(CNS(=O)(=O)c2cccc(C(F)(F)F)c2)n1	-6
O=C(CCc1nc2sc3c(c2c(=O)[nH]1)CCCCC3)NCc1cccs1	1
CCc1c(C)nc2n(c1=O)CC(C(=O)Nc1cccc(-c3csc(C)n3)c1)CS2 (stereo not given)	-1
NS(=O)(=O)c1ccc(N2C(=O)C=CC2=O)cc1	-5
COc1cc(OC)c(NC(=O)Cn2nc3c(Oc4ccccc4)nccn3c2=O)cc1Cl	7
NC(=S)NN=C1CC(n2nnnc2-c2ccccc2)C2COC1O2 (stereo not given)	6
COc1ccc(S(=O)(=O)N2CCCCC2CC(=O)NCc2ccccc2Cl)cc1 (stereo not given)	-5
O=C(NCCc1ccccc1)C(=O)NN=Cc1ccccc1C(F)(F)F	-2
NC(=NS(=O)(=O)c1ccccc1)c1ccc([N+](=O)[O-])cc1	3
O=C1c2ccccc2-c2onc3c(N4CCOCC4)cc(N4CCOCC4)c1c23	38
O=C(NN=Cc1ccc(OC(=O)c2ccccc2Cl)cc1)c1ccc(O)cc1	5
O=C(NCC1(c2ccsc2)CCCC1)Nc1ccccc1Cl	-3
CCOC(=O)c1c(C)oc2c1c(C=Nc1ccc(Cl)cn1)c(O)c1ccccc12	1&4
COc1ccc(-n2c(SCC(=O)N3CCCCC3)nnc2-c2c[nH]c3ccccc23)cc1	-3
CC(C)Oc1ccccc1C=NNC(=O)C1CC1	-7
CCOC(=O)c1c(NC(=O)c2cccc(F)c2)sc2c1CCCCC2	-24
COc1ccc(CNC(=O)C(=O)Nc2cc(N3CCCS3(=O)=O)ccc2OC)cc1	-11
CNC(=O)CSc1nc(C(C)(C)C)cc(C(F)(F)F)c1C#N	-11
Cc1ccc(-c2n[nH]c(=S)n2N=Cc2ccco2)cc1	-2
Nc1ccc2c(ccc3cccnc32)n1	-4
O=C(NCc1ccco1)C(=O)NC[C@@H](c1cccs1)N1CCc2ccccc21	-6
COc1ccc(NC(=O)c2ccc(Oc3nccnc3N3CCC(C)CC3)cc2)cc1Cl	17
CC(C)(C)c1ccc(C(=O)NN=C2C3CN4CCN(C3)CC2(c2ccccc2)C4)cc1	-3
O=C(O)Cc1cc(=O)[nH]c(SCc2ccccc2)n1	22
SMILES	PriA SSB inh
CS(=O)(=O)N1CCN(C(=O)CSc2nnc(CCc3nc4ccccc4[nH]3)o2)CC1	-9
COc1ccccc1C=Nn1nnnc1N	-3
O=C(Nc1cccc(Cl)c1)Nc1nc(C(=O)NCc2cccs2)cs1	-2
COc1ccc(CCn2c(=S)[nH]c3cc(C(=O)NCc4ccccn4)ccc3c2=O)cc1OC	-11
Cc1cc(=O)n2c(n1)SCC2CC(=O)Nc1ccccc1-c1cn2ccsc2n1 (stereo not given)	-15
COc1cc(C=NNc2cccc3cccnc23)cc(OC)c1O	1
Nc1c(-c2nc(-c3ccc4c(c3)OCO4)cs2)nnn1-c1ccc(Br)cc1F	-13
NC(=O)C1CCN(c2ncnc3c2cnn3-c2ccc(Cl)c(Cl)c2)CC1	-3
CCc1ccc(S(=O)(=O)N2CCN(c3ccc4nnc(C5CC5)n4n3)CC2)cc1	-3
COc1ccc(C)c2sc(NC(=O)CCCCCCCC(=O)Nc3nc4c(OC)ccc(C)c4s3)nc12	-13&-8
Cc1ccc(-c2nnn(CC(N)=NO)n2)cc1	-5
Cc1cc(-c2nnc(NC(=O)c3ccc4c(c3)OCO4)o2)nn1C	10
O=C(CCc1ccccc1)N1CCN(Cc2nc(-c3cccs3)cs2)CC1	-1
CCn1c(/C=N\Nc2nc3ccccc3s2)nc2ccccc21	16
CC(C)(C)C(=O)NCCSc1ncc(-c2ccccc2)[nH]1	-10
Cc1ccc(C=Nn2c(C3CCCCC3)n[nH]c2=S)s1	1
O=C(c1c(F)cccc1Cl)N1CCN(c2ccc(-c3ccc4c(c3)OCO4)nn2)CC1	3
O=C(COc1ccc2ccccc2c1)N1CCN=C1SCc1ccccc1F	4
CN(C)S(=O)(=O)c1ccc(C(=O)NCC(=O)NN=Cc2ccccc2Cl)cc1	3
COc1cc(Cl)c(S(=O)(=O)n2c([N+](=O)[O-])cnc2C)cc1Cl	7
O=C1CC(C(=O)Nc2ccccc2)SC(=NNC(=O)c2ccccc2Cl)N1 (stereo not given)	-2
O=C(Cc1ccccc1Cl)NCCCn1nc(-c2ccc(F)cc2)ccc1=O	-2
Cc1ccc(S(=O)(=O)c2nc(S(C)(=O)=O)sc2NCc2ccc(Cl)cc2)cc1	-1
O=C(CC1CSc2nc3c(c(=O)n21)CCCC3)N1CCCCCC1 (stereo not given)	-1
C[C@]12CCC3C(CCC4=CC(O)CC[C@@]43C=NO)C1(O)CCC2C1=CC(=O)OC1 (stereo not given in full)	-9
SMILES	PriA SSB inh
COc1ccc(CCN2C(=O)CSC2=NNC(=O)c2ccccc2F)cc1OC	-5
Cc1cccc(Nc2c(C)cnc3c2c(=O)n(C)c(=O)n3C)n1	-14
O=C(NCCn1cccc1)C1CCc2nc[nH]c2C1 (stereo not given)	-8
Cc1cc(C)cc(C(=O)NCC2CCN(Cc3ccco3)CC2)c1	-13
COc1ccc(NC(=O)CCc2csc(NC(=O)NC3CCCCC3)n2)cc1OC	-9
Cc1ccc(NC(=O)CCn2nc(C)c(Br)c2C)cc1	-9
COc1ccc(Cl)cc1NC(=O)Nc1cnc(N(C)C)nc1	-6
O=C(NC1CCN(c2nc(-c3cccnc3)cs2)CC1)c1ccc2c(c1)OCO2	-6
Cc1cc(C)n(CC(=O)NN=Cc2cccs2)n1	-20
CCOc1ccc(S(=O)(=O)Nc2ccc3c(c2)N(C(=O)C(C)(C)C)CC3)cc1F	4
Cc1ccc(S(=O)(=O)N2CCC(c3cc(C(=O)Nc4ccccc4F)n[nH]3)CC2)s1	-17
C[C@H](O)CNC(=O)C(=O)Nc1ccc(C(F)(F)F)cc1	-1
COc1ccccc1/C=C/C(=O)Nc1sc2c(c1C#N)CCC(C)C2 (stereo not given)	-5
Cc1cnc2n(c1=O)CC(C(=O)N1CCN(c3ncccn3)CC1)CS2 (stereo not given)	-24
O=C(CSc1ccc(-c2ccccn2)nn1)Nc1ccc(Cl)c(Cl)c1	28
CCOc1ccc(OCCNC(=O)Cc2ccc([N+](=O)[O-])cc2)cc1	1
Cc1cc(C)c(S(=O)(=O)NC[C@@H](c2ccco2)S(=O)(=O)c2ccc(F)cc2)c(C)c1	1
CC(C)c1ccc(C=NNC(=O)C2CCCC2)cc1	-5
COc1ccc(C=NNS(C)(=O)=O)c(OC)c1	2
COc1nn(C)cc1C(=O)NCc1cnn2ccccc12	-14
C/C(C=NNC(=O)Cn1c(C)nc2ccccc21)=C\c1ccccc1	-3
COc1ccc(S(=O)(=O)NCCCc2ccc(N(C)C)cc2)cc1F	19
CC(=NNC(=O)CNC(=O)c1ccc2c(c1)OCO2)c1ccc2c(c1)CCCC2	6
CCOC(=O)c1c(N/C=C(/C#N)c2nc(-c3cc4ccccc4oc3=O)cs2)sc(C)c1C	2
O=C(CSc1ccc(NC(=O)C2CC2)nn1)Nc1ccc(C(F)(F)F)cc1	-2

Exported with bars between the fields: 19 of the compounds above
smiles | PriA SSB inh
COc1ccc(Cl)cc1NC(=O)Nc1cnc(N(C)C)nc1 | -6
O=C(NC1CCN(c2nc(-c3cccnc3)cs2)CC1)c1ccc2c(c1)OCO2 | -6
Cc1cc(C)n(CC(=O)NN=Cc2cccs2)n1 | -20
CCOc1ccc(S(=O)(=O)Nc2ccc3c(c2)N(C(=O)C(C)(C)C)CC3)cc1F | 4
Cc1ccc(S(=O)(=O)N2CCC(c3cc(C(=O)Nc4ccccc4F)n[nH]3)CC2)s1 | -17
C[C@H](O)CNC(=O)C(=O)Nc1ccc(C(F)(F)F)cc1 | -1
COc1ccccc1/C=C/C(=O)Nc1sc2c(c1C#N)CCC(C)C2 (stereo not given) | -5
Cc1cnc2n(c1=O)CC(C(=O)N1CCN(c3ncccn3)CC1)CS2 (stereo not given) | -24
O=C(CSc1ccc(-c2ccccn2)nn1)Nc1ccc(Cl)c(Cl)c1 | 28
CCOc1ccc(OCCNC(=O)Cc2ccc([N+](=O)[O-])cc2)cc1 | 1
Cc1cc(C)c(S(=O)(=O)NC[C@@H](c2ccco2)S(=O)(=O)c2ccc(F)cc2)c(C)c1 | 1
CC(C)c1ccc(C=NNC(=O)C2CCCC2)cc1 | -5
COc1ccc(C=NNS(C)(=O)=O)c(OC)c1 | 2
COc1nn(C)cc1C(=O)NCc1cnn2ccccc12 | -14
C/C(C=NNC(=O)Cn1c(C)nc2ccccc21)=C\c1ccccc1 | -3
COc1ccc(S(=O)(=O)NCCCc2ccc(N(C)C)cc2)cc1F | 19
CC(=NNC(=O)CNC(=O)c1ccc2c(c1)OCO2)c1ccc2c(c1)CCCC2 | 6
CCOC(=O)c1c(N/C=C(/C#N)c2nc(-c3cc4ccccc4oc3=O)cs2)sc(C)c1C | 2
O=C(CSc1ccc(NC(=O)C2CC2)nn1)Nc1ccc(C(F)(F)F)cc1 | -2

Following part:
SMILES	PriA SSB inh
Cc1cc(-c2ccc(NC(=O)c3ccc(C(C)(C)C)cc3)c(C)c2)ccc1NC(=O)c1ccc(C(C)(C)C)cc1	1
O=C(Cn1cccc1)NCc1cccnc1-c1cccs1	-11
O=S(=O)(Cc1noc2ccccc12)N1CCCC(Cc2nc(-c3cnccn3)no2)C1 (stereo not given)	-4
CC(Oc1ccccc1)C(=O)N1CCN(c2nccn2C)CC1 (stereo not given)	-6
COc1cccc(C(=O)C2C(=O)N(c3ccccc3)N=C2c2ccccc2)c1 (stereo not given)	-4
CCn1cccc(-c2nnc(SCC(=O)Nc3nccs3)n2C)c1=O	-3&0
COc1cccc(C(=O)COC(=O)c2cccc3c2C(=O)c2ccccc2-3)c1	12
O=C(Nc1nc2c(s1)CN(C(=O)Cn1cnc3ccccc3c1=O)CC2)[C@@H]1CCCO1	-13
Cc1ccnc(NS(=O)(=O)c2ccc(NC(=O)[C@H](C)n3nc(-c4ccccc4)ccc3=O)cc2)n1	1
O=C(NCCOc1ccccc1)c1cccc(Cl)c1	-6
CN(C)c1ccc(CCNC(=O)C(=O)Nc2ccc(F)cc2F)cc1	-5
C/C=C/C(=O)Nc1cc(C)nn1-c1nc(C)c(C)c(=O)[nH]1	6
CC(CO)(CO)NC(=O)Cc1cc(=O)[nH]c(=O)[nH]1	4
CCCS(=O)(=O)N[C@H]1CC(=O)N(c2ccc3c(c2)OCCO3)C1	-15
CSc1ccccc1NC(=O)C1(c2cccs2)CCOCC1	-1
CN(C)C(=S)NC(=NCCN=C(NC(=S)N(C)C)c1ccc([N+](=O)[O-])cc1)c1ccc([N+](=O)[O-])cc1	-6
O=C(CC(c1ccccc1)c1ccccc1)NCCn1nc(-c2ccncc2)ccc1=O	-9&5
CC(C)S(=O)(=O)c1ccc(CC(=O)NCCc2nc(-c3cccs3)cn2C)cc1	-15
CC(=O)C(N=Nc1nc2c([nH]1)c(=O)n(C)c(=O)n2C)=C(C)O	-6
Cc1cccc(-n2c(C)cc(C=NO)c2C)c1	7
CC(C)(C)C(=O)NCCn1ncc2c(=O)n(Cc3cccc(C(F)(F)F)c3)cnc21	-7
CN1C(=O)c2ccc(NC(=O)c3ccc(-c4nc5ccccc5s4)s3)cc2C1=O	-22
Cc1nc(-c2ccccc2)sc1C(=O)NCCCn1nc(-c2ccncc2)ccc1=O	-6
CC(=NNC(=O)Cc1csc(N2CCOCC2)n1)c1ccc(Cl)c(Cl)c1	-1
c1cnc2c(OC3CCNCC3)cccc2c1	2
Cc1ccc(-c2n[nH]c(=S)n2N=Cc2ccc(C(=O)O)cc2)cc1	2
Cc1cc(S(=O)(=O)Nc2cccnc2)c(C)cc1Br	-3
O=C(CC1CCCCN1S(=O)(=O)c1cccs1)Nc1cccc(C(F)(F)F)c1 (stereo not given)	15
COc1ccc(-n2c(C)nc3ccc(NS(C)(=O)=O)cc3c2=O)cc1	1

Some of the compounds tested; count on the stated rates, not on these rows.
